Screening results from PubChem BioAssay.
H37Rv inhibition: M. tuberculosis growth inhibition, HTS (AID 449762) | M. tuberculosis H37Rv growth inhibition, 7H9 media; higher % means a stronger effect | inhibition, % at 25 µM, or IC50 in µM where a hit was titrated | hit rate 0.59% among 330,000; in the data active = a potency from the dose series; inconclusive = inhibition above about 70% without an active follow-up result;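 also: bacterial growth assessed after seven days of incubation; strong numbers were not always called active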
inhibitors of VEEV: inhibitors of VEEV TC-83 cytopathic effect, confirmation, Vero cells (AID 588727) | Vero cells, VEEV TC-83 cytopathic effect inhibition; higher % means a stronger effect | inhibition, % at 20 µM, or IC50 in µM where a hit was titrated | hit rate 0.13% among 350,000; in the data active = a potency from the dose series; inconclusive = inhibition mostly from about 14% at the one dose, without a potency; inactive = the rest, 99 in 100 with inhibition below about 12%; also: strong numbers were not always called active
influenza NS1A: NS1A inhibition, H1N1 influenza, cell based functional assay (AID 504329). NS1A functional cell-based assay, percent inhibition; higher % means a stronger effect. inhibition, % at 12.5 µM, or IC50 in µM where a hit was titrated. hit rate 0.3% among 340,000; in the data active = a potency from the dose series; inconclusive = inhibition above about 27% without an active follow-up result; also: strong numbers were not always called active
Salmonella PhoP GFP: PhoP regulon inhibitors, Salmonella typhi PhoP promoter GFP reporter, confirmatory (AID 1850); Salmonella Typhi PhoP-promoter GFP reporter, fluorescence, 4 h; higher % means a stronger effect; inhibition, % at 50 µM; hits with a dose series show IC50 in µM; hit rate 0.33% among 310,000; in the data active = a potency from the dose series; inconclusive = inhibition mostly from about 25% at the one dose, without a potency; inactive = the rest, 99 in 100 with inhibition below about 19%;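 also: 0% = induced wells with vehicle and 100% = uninduced wells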
M. tuberculosis: growth inhibition of non-replicating M. tuberculosis (AID 488890); Mycobacterium tuberculosis non-replicating, growth inhibition; higher % means a stronger effect; inhibition, % at 25 µM, or IC50 in µM where a hit was titrated; hit rate 0.39% among 320,000; in the data active = a potency from the dose series; inconclusive = inhibition mostly from about 82% at the one dose, without a potency; inactive = the rest, 99 in 100 with inhibition below about 76%;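 also: plate controls were DMSO cells for no effect and high antibiotic wells for full effect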
inhibitors of VEEV 10K pilot screen: further read-out of inhibitors of VEEV, marked with its call; inhibition, %; measured here: 10K pilot screen inhibition
Starred values were filed as active, the others as inactive; i = inactive; ? = inconclusive; · = no result given.

SMILES	H37Rv inhibition	inhibitors of VEEV	influenza NS1A	Salmonella PhoP GFP	M. tuberculosis	others
COc1ccc(CN2C[C@H](C)[C@@H](CC(=O)NCc3ccccc3)C2=O)cc1	2%	0.1%	-5%	0%	2%
CC1CCCC(NC(=O)CSc2nnc(N)s2)C1C (stereo not given)	-6%	i	2%	13%	-13%
CCOCCCNCc1ccc(OCC(=O)N2CCOCC2)c(OC)c1	2%	0.5%	-7%	-4%	-5%
O=C(Nc1ccc(F)cc1)N(Cc1nnc2n1CCCCC2)c1ccccc1	-1%	0.9%	-5%	-4%	4%
Cn1c(=O)c2c(nc(Cc3ccc(N)cc3)n2C)n(C)c1=O	10%	i	4%	2%	-10%
O=C(CN1C(=O)NC2(CCCC2)C1=O)Nc1ccccc1C(F)(F)F	-4%	0.7%	-2%	3%	-3%
Cc1cccc(NC(=O)Nc2ccc(S(N)(=O)=O)cc2)c1	0%	1.1%	·	0%	0%
CCC1Oc2ccccc2N(CC(=O)NCCN2CCCC2)C1=O (stereo not given)	1%	i	8%	3%	8%
Nn1c(SCC(=O)Nc2ccc3c(c2)OCCO3)nnc1-c1ccncc1	5%	8.4%	-6%	-6%	3%
Cc1c(NC(=O)CN2CCN(C(c3ccccc3)c3ccccc3)CC2)c(=O)n(-c2ccccc2)n1C	0%	0.7%	6%	4%	-1%

5 compounds from above, arranged by formula weight, descending:
SMILES	H37Rv inhibition	inhibitors of VEEV	influenza NS1A	Salmonella PhoP GFP	M. tuberculosis	others
O=C(CN1C(=O)NC2(CCCC2)C1=O)Nc1ccccc1C(F)(F)F	-4%	0.7%	-2%	3%	-3%
CCC1Oc2ccccc2N(CC(=O)NCCN2CCCC2)C1=O (stereo not given)	1%	i	8%	3%	8%
Cc1cccc(NC(=O)Nc2ccc(S(N)(=O)=O)cc2)c1	0%	1.1%	·	0%	0%
CC1CCCC(NC(=O)CSc2nnc(N)s2)C1C (stereo not given)	-6%	i	2%	13%	-13%
Cn1c(=O)c2c(nc(Cc3ccc(N)cc3)n2C)n(C)c1=O	10%	i	4%	2%	-10%

Next section.
SMILES	H37Rv inhibition	inhibitors of VEEV	influenza NS1A	Salmonella PhoP GFP	M. tuberculosis	others
CCOc1ccc(N(C)S(=O)(=O)c2ccc3[nH]cc(C(=O)NCC4CCCO4)c(=O)c3c2)cc1 (stereo not given)	-5%	5.8%	1%	-6%	25%
CCc1ccccc1NC(=O)CCN1C(=O)C2C3CCC(C3)C2C1=O (stereo not given)	-6%	0.8%	-2%	1%	-4%
CCC(C(=O)OCC(=O)N1C(C)CCCC1C)c1ccccc1 (stereo not given)	-3%	0.1%	-11%	-1%	2%
CCOC(=O)CSc1c(-c2cccs2)[nH]c2ccccc12	6%	i	4%	0%	14%
CCCCc1ccc(NC(=O)CC(C)C)cc1	?	i	7%	-9%	63%
CC12CCC(C(=O)Nc3ccccc3Cl)(C(Br)C1=O)C2(C)C (stereo not given)	0%	0.2%	-10%	-4%	1%
COC(=O)Cn1cc(/C=C/c2cc[n+](C)cc2)c2ccccc21	4%	i	-3%	-27%	9%
COc1ccc(OC)c(/C=C/C(=O)OCC(=O)N2C(C)CCCC2C)c1 (stereo not given)	-8%	i	-4%	·	10%
O=S(=O)(Nc1ncccn1)c1ccc(NC(=S)Nc2ccc(Cl)cc2)cc1	2%	0.6%	-2%	34%	?
O=C(O)c1cccc(S(=O)(=O)Nc2ccc3c(c2)CCC3)c1	4%	0.1%	-86%	-6%	-10%

Copied from the results shown for reference:
SMILES	H37Rv inhibition	inhibitors of VEEV	influenza NS1A	Salmonella PhoP GFP	M. tuberculosis	others
COc1ccc(CN2C[C@H](C)[C@@H](CC(=O)NCc3ccccc3)C2=O)cc1	2%	0.1%	-5%	0%	2%
CC1CCCC(NC(=O)CSc2nnc(N)s2)C1C (stereo not given)	-6%	i	2%	13%	-13%
CCOCCCNCc1ccc(OCC(=O)N2CCOCC2)c(OC)c1	2%	0.5%	-7%	-4%	-5%

Later entries:
SMILES	H37Rv inhibition	inhibitors of VEEV	influenza NS1A	Salmonella PhoP GFP	M. tuberculosis	others
Cc1ccsc1CNC12CC3CC(CC(C3)C1)C2	4%	i	-9%	3%	-11%
COc1cc(CNc2cccc3[nH]c(C(F)(F)F)nc23)cc(OC)c1	11%	4.2%	-1%	-17%	-9%
COc1ccc([N+](=O)[O-])cc1/C=N/Nc1nn[nH]n1	-1%	0.3%	-4%	-3%	-8%
O=C(NC1CCS(=O)(=O)C1)Oc1ccc(Cl)cc1 (stereo not given)	-15%	i	3%	9%	-8%
CCC(=O)N1CCCc2ccccc21	-4%	i	-4%	-8%	-14%
CSc1ccc(S(=O)(=O)Nc2ccc(N3CCOCC3)c(Cl)c2)cc1	?	i	-4%	2%	30%
O=C(NCc1cccnc1)c1ccc(CS(=O)(=O)Cc2ccc(Cl)cc2)o1	-4%	0.4%	-19%	3%	1%
O=C(c1ccc2ccccc2c1)N1CCCCC1	3%	i	-8%	-1%	5%
Cc1cc(N2CCOCC2)nc2ccc(NC(=O)CCC(=O)N3CCC4(CC3)OCCO4)cc12	6%	1.0%	-1%	4%	0%
CCC(CO)NC1=C([N+](=O)[O-])C(=O)CC(C)(C)C1 (stereo not given)	-6%	0.8%	-6%	-4%	-8%
CN(CC(=O)Nc1ccccc1Cl)C(=O)C1CCN(S(=O)(=O)c2ccc3c(c2)OCCO3)CC1	0%	1.4%	-17%	-1%	-8%
Cc1ccc(Cn2ccc(NC(=O)c3nc4ncccn4n3)n2)cc1	1%	0.3%	2%	-24%	-3%
O=C1Cc2ccccc2C(=O)N1c1cccc(Cl)c1	18%	0.5%	0%	-26%	8%
O=C(N/N=C/c1c(O)ccc2ccccc12)Nc1ccccc1	36%	1.8%	·	-2%	7%
Cc1cc(C(=O)COC(=O)c2ccc(O)cc2)c(C)n1CC1CCCO1 (stereo not given)	-5%	5.7%	15%	-2%	23%
O=C1Nc2ccccc2N(O)N1c1ccc(Cl)c(Cl)c1	14%	0.4%	0%	4%	36%
CCOc1ncccc1C(=O)Nc1ccc2c(C)cc(=O)oc2c1	-7%	8.7%	3%	-4%	-6%
Cc1noc(C)c1S(=O)(=O)N1CCCC1C(=O)NC(C)(C)C (stereo not given)	-6%	1.3%	1%	7%	-15%
O=C(O)CNC(=O)CCCn1nnc2ccccc2c1=O	3%	0.8%	-13%	3%	-8%
CCCn1c(=O)c2ccccc2n2c(SCCNCCO)nnc12	3%	i	-1%	-4%	16%
CCOc1cc(C)c(C(C)C)cc1S(=O)(=O)n1ccc(C)n1	-1%	i	-4%	16%	5%
COc1ccc(C(=O)NCc2ccc(C(=O)NCC(OC)OC)cc2)cc1OC	4%	i	4%	0%	2%
CCOc1ccc(CCNC(=O)C2CCCN(c3nn4c(=O)cc(C)nc4s3)C2)cc1 (stereo not given)	-9%	1.5%	9%	5%	18%
Cn1c(-c2ccccc2O)cc2ccccc21	6%	2.5%	6%	0%	10%
Cc1ccccc1-c1ccc(CN2CCN(C)C(CCO)C2)cc1 (stereo not given)	1%	0.1%	4%	7%	53%
COc1cc(NC(=O)CSc2nc3c(c(=O)[nH]2)CCCC3)cc(OC)c1OC	-2%	0.2%	-9%	-14%	-5%
COC(=O)Nc1nnc(-c2ccco2)s1	2%	0.1%	·	11%	-11%
COc1cc(OC)c(C(=O)OCC(=O)NCC2CCCCC2)cc1OC	·	3.4%	-3%	·	·
O=C(O)c1ccc(COc2ccccc2/C=C2\NC(=O)N(Cc3ccccc3)C2=O)cc1	1%	8.2%	-5%	0%	-1%
Cc1ccc2[nH]c(=O)c(CN(Cc3ccc4c(c3)OCO4)Cc3nnnn3C3CCCC3)cc2c1	-3%	1.7%	1%	-9%	32%
COc1ccc(NC(=O)Cn2c(=O)n(CC3CCCO3)c(=O)c3cc(OC)c(OC)cc32)c(OC)c1 (stereo not given)	0%	i	2%	6%	·
Cc1cc(C(=O)Nc2cccnc2)no1	-3%	1.5%	23%	-8%	6%
CC(C)C(=O)N(c1ccc(F)cc1)C1C=CS(=O)(=O)C1 (stereo not given)	-14%	0.9%	-8%	-11%	-11%
COc1ccc(/C(C)=N/NC(=O)c2ccccc2N)cc1	-4%	1.6%	-8%	13%	-1%
COc1ccc(/C(O)=C2/C(=O)C(=O)N(c3ccccn3)C2c2ccc(C(C)C)cc2)cc1 (stereo not given)	·	3.3%	-2%	·	·
Cc1cc(C)cc(NC(=O)Cc2ccc(NC3=NC4CS(=O)(=O)CC4S3)cc2)c1 (stereo not given)	-1%	0.5%	3%	-10%	-31%	inhibitors of VEEV 10K pilot screen=0.7
CCOC(=O)c1c(NC(=O)CCCN2CCOCC2)sc2c1CC(C)(C)OC2	-4%	3.6%	10%	5%	11%
O=C(Nc1ccc(O)c2c(=O)cc(-c3ccccc3Cl)oc12)c1cccs1	-6%	9.7%	-9%	6%	-1%
Cc1cc(-c2ccccc2)cc(C)[n+]1Cc1ccccc1	5%	i	-2%	-3%	16%
CC(=NCc1ccc2c(c1)OCO2)c1c(O)n(-c2ccc(C)cc2)c(=O)[nH]c1=O	1%	i	-1%	5%	3%
COc1ccc(-c2csc(NC(=O)CSc3nc4ccccc4c(=O)[nH]3)n2)cc1	2%	5.7%	11%	7%	0%
O=C(CN1C(=O)c2cccnc2Oc2ccc(Cl)cc21)N1CCCCCC1	7%	1.4%	5%	1%	-15%
CCOC(=O)c1sc(NC(=O)c2ccc(Br)o2)cc1C	0%	3.4%	1%	-18%	15%
COc1ccc2[nH]c(=O)c(CN(C(=O)c3ccccn3)C3CCCCC3)cc2c1	-12%	3.9%	1%	-1%	-6%
CN(Cc1ccccc1)c1ncnc(N)c1[N+](=O)[O-]	4%	3.0%	0%	-5%	-2%
O=C1CC(O)(c2ccccc2)C(c2ccccc2)=C1c1ccccc1 (stereo not given)	3%	i	2%	10%	30%	inhibitors of VEEV 10K pilot screen=3.3
COc1ccc(NS(=O)(=O)CC23CCC(CC2=O)C3(C)C)cc1 (stereo not given)	·	2.0%	2%	-2%	·	inhibitors of VEEV 10K pilot screen=0.9
O=C(Cc1ccccc1)n1nc(-c2ccco2)nc1SCc1ccccc1	-4%	3.3%	17%	15%	16%
O=C(COc1ccc(C(=O)NCc2cccnc2)cc1)Nc1cccc(C(F)(F)F)c1	23%	6.5%	-7%	3%	8%
COc1ccc(C2C(C#N)=C(C)NC(C)=C2C#N)c(OC)c1	-1%	0.4%	7%	-5%	35%

More records.
SMILES	H37Rv inhibition	inhibitors of VEEV	influenza NS1A	Salmonella PhoP GFP	M. tuberculosis	others
N/C(=N\OC(=O)c1cc([N+](=O)[O-])ccc1Cl)c1ccccn1	1%	9.1%	-1%	3%	14%
COc1cc(C(=O)Nc2nc3ccc(S(C)(=O)=O)cc3s2)cc(OC)c1C	10%	13%	-8%	2%	14%
O=C(Nc1ccc(F)cc1)c1ccc(C(=O)N2CCOCC2)cc1	-7%	0.9%	-13%	-4%	-23%
COc1ccc(-c2cc(=Nc3cccc(C(=O)O)c3)c3cc(C)ccc3o2)cc1	16%	2.0%	8%	19%	16%
CCOC(=O)N1CCN(Cc2nc(Cc3cccc(F)c3)no2)CC1	4%	0.6%	8%	-7%	3%
Cc1ccc(C2=Nn3c(COc4ccc(Cl)cc4)nnc3SC2CC(=O)O)cc1 (stereo not given)	2%	0.7%	-12%	8%	-5%
Cc1ccc(-c2ccc(C(=O)NCCCNC(=O)c3cnccn3)o2)cc1Cl	8%	i	9%	11%	13%
O=C(CSc1ccccc1C(=O)N1CCN(c2ccc([N+](=O)[O-])cc2)CC1)N1CCCC1	-2%	2.2%	-8%	·	33%
COc1ccccc1C(=O)Nc1ccnn1C1CCN(C(=O)c2ccoc2)CC1	-7%	i	-5%	-6%	1%
CCOc1ccccc1NC(=O)COc1coc(CN2CCc3ccccc32)cc1=O	?	9.1%	-1%	1%	?
